Assay outcomes deposited in PubChem by several laboratories.
Bfl-1 displacement = displacement of Bid BH3 peptide from Bfl-1 – biochemical, fluorescence polarization, FITC-Bid, mouse, primary screen (AID 432); one-dose displacement, % at 20 µM; IC50 in µM for titrated hits; FITC-Bid BH3 peptide fluorescence polarization displacement; higher % means a stronger effect; 64,000 tested, 0.02% active; in the data active = a potency from the dose series; inactive = the rest, 99 in 100 with displacement below about 15%; also: strong numbers were not always called active
LYP phosphatase = inhibition of human PTPN22 tyrosine phosphatase – biochemical, DiFMUP fluorescence, recombinant catalytic domain, 10 µM, primary screen (AID 606); recombinant LYP catalytic domain, DiFMUP fluorescence; higher % means a stronger effect; inhibition, % at 10 µM, or IC50 in µM where a hit was titrated; 52,000 tested, under 10 active;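 active = IC50 under 40 µM in the dose-response test; inactive = IC50 of 40 µM or more, or never dose-tested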
Alkaline phosphatase = human TNAP enzyme inhibitors, biochemical, luminescent (AID 518); purified TNAP enzyme, luminescent substrate readout; higher % means a stronger effect; inhibition, % at 20 µM, or IC50 in µM where a hit was titrated; 64,000 tested, 0.09% active; in the data active = a potency from the dose series; inactive = the rest, 99 in 100 with inhibition below about 22%;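 also: plate controls were vehicle for no effect and reference inhibitor for full effect; many of its hits are not listed in these tables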
HPDE-C7 viability = HPDE-C7 pancreatic duct cell viability loss – fluorescence, HTS (AID 430); HPDE-C7 pancreatic duct cells viability, fluorescence; higher % means a stronger effect; cytotoxicity, % at 10 µM, or EC50 in µM where a hit was titrated; 63,000 tested, 1.8% active;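 also: cells exposed to compound for 48 hours before viability readout; 0% = vehicle and 100% = reference cytotoxic drug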
Spn MK inh = blocks S. pneumoniae mevalonate kinase; inhibition, % at 10 µM; AID 555; purified MK, PK/LDH-coupled NADH absorbance 340 nm; 65,000 tested, 0.48% active;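 active = ranked among the strongest by inhibition in the single 10 µM screen, a fixed top-ranked set picked for dose follow-up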; also: no value below 0 was filed
PMK inhibit = inhibitors of Streptococcus pneumoniae phosphomevalonate kinase; purified PMK, PK/LDH-coupled NADH absorbance 340 nm; inhibition, % at 10 µM; 65,000 tested, 0.49% active;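 active = top-ranked compounds by inhibition in the single 10 µM screen, taking a fixed number of the strongest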;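 also: 0% = full reaction with DMSO carrier and 100% = background rate without enzyme reaction; no value below 0 was filed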
HT1080 viability = HT1080 cell viability loss – fluorescence readout (AID 620); 87,000 tested, 0.42% active; one-dose cytotoxicity, % at 10 µM; EC50 in µM for titrated hits; HT1080 viability, fluorescence; higher % means a stronger effect;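 also: cells exposed to compound overnight then 4 h with Alamar Blue; 0% = vehicle DMSO and 100% = killing control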
KRASV12 cytotoxicity = viability loss of HPDE-C7K cells – cell-based, fluorescence, HTS, primary screen (AID 431). cytotoxicity, % at 10 µM, or EC50 in µM where a hit was titrated. HPDE-C7K KRASV12 cells, Alamar Blue viability, 48 h; higher % means a stronger effect. 63,000 tested, 1.7% active;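 active = compounds whose percent cytotoxicity in the single-dose primary screen, scaled between solvent and toxic-drug controls, exceeds 50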;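 also: 0% = DMSO solvent wells and 100% = doxorubicin-treated wells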
Spn DPM-DC inh = blocks S. pneumoniae diphosphomevalonate decarboxylase; calls only at 10 µM; purified DPM-DC, PK/LDH coupled NADH fluorescence; AID 556; 65,000 tested, 0.49% active;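 active = the 320 compounds with the highest percent inhibition in the single-dose primary screen, excluding strongly autofluorescent ones, cut at about 32% in these data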;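 also: kinetic rate of NADH fluorescence loss reporting ADP formed by the decarboxylase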
PMK inhibit pilot replicates = further read-out of PMK inhibit, marked with its call; inhibition, %; measured here: pilot screen replicates
Spn MK inh pilot replicates = also measured in Spn MK inh; calls as there; inhibition, %; measured here: pilot screen replicates
Spn DPM-DC inh pilot screen % = recorded beside Spn DPM-DC inh, whose call it bears; inhibition, %; measured here: pilot screen trials
An asterisk follows results filed as active; i = inactive; nt = no result given. Rule as the data show it, unless noted: active = cytotoxicity above about 50%; inactive = the rest.

SMILES	Bfl-1 displacement	LYP phosphatase	Alkaline phosphatase	HPDE-C7 viability	Spn MK inh	PMK inhibit	HT1080 viability	KRASV12 cytotoxicity	Spn DPM-DC inh	others
COc1cc(C(c2sc3nc(C)nn3c2O)N2CCN(c3ccccc3)CC2)cc(OC)c1OC (stereo not drawn)	2.6%	9.8%	0.1%	-4.0%	0.0	8.0	-3.5%	6.2%	i
Cc1onc(-c2ccccc2Cl)c1C(=O)NC1CCS(=O)(=O)C1 (stereo not drawn)	2.2%	-0.4%	6.3%	-1.2%	6.0	0.0	-3.7%	-4.5%	i
O=C(c1ccc2c(c1)OCCO2)C1CCN(C(=O)c2ccc(F)c(F)c2)CC1	-3.7%	-5.1%	4.8%	7.5%	0.0	23.0	-4.8%	7.7%	i
Cc1ccc(S(=O)(=O)c2c(N)n(/N=C/c3ccco3)c3nc4ccccc4nc23)cc1	-6.0%	16.5%	14.7%	38.7%	0.0	2.0	7.9%	47.5%	i
N#CC1=C(N)SC(N)=C(C#N)C1C1CC=CCC1 (stereo not drawn)	-2.8%	10.3%	5.5%	nt	5.0	13.0	0.9%	nt	i
CCNC(=O)NC(=O)COC(=O)CNC(=O)COc1ccccc1	-0.5%	6.8%	6.6%	-7.9%	14.0	0.0	7.4%	2.1%	i
CCCOc1ccc(N2C(=O)CC(N3CCN(c4ccccc4OC)CC3)C2=O)cc1 (stereo not drawn)	7.1%	9.6%	9.8%	-1.7%	9.0	12.0	-4.9%	-6.9%	i
O=C(c1ccc2c(c1)OCO2)N1CCN(c2ccccc2)CC1	-12.1%	19.1%	10.5%	-4.8%	6.0	6.0	-9.3%	6.9%	i
CC(C)CNS(=O)(=O)c1ccc(OCC(=O)Nc2ccc3c(c2)OCO3)c(Cl)c1	-3.4%	10.1%	12.8%	-16.4%	0.0	4.0	4.0%	-6.4%	i	PMK inhibit pilot replicates=9.0;Spn MK inh pilot replicates=0.0;Spn DPM-DC inh pilot screen %=1.0
Cc1ccc2oc(=O)n(Cc3ccccc3OC(C)C)c2c1	-0.1%	13.1%	8.3%	11.4%	4.0	10.0	17.9%	5.1%	i
COc1ccccc1NC(=O)c1cc(C(=O)O)ccc1C(=O)O	-7.2%	4.8%	8.4%	-6.5%	11.0	6.0	8.8%	-0.9%	i
O=C(Nc1cccc(NC(=O)c2cccnc2)c1)c1cccnc1	3.0%	12.8%	17.5%	-15.3%	4.0	10.0	30.0%	-0.8%	i	PMK inhibit pilot replicates=7.5;Spn MK inh pilot replicates=0.0;Spn DPM-DC inh pilot screen %=4.5
COc1cc(C(=O)OCCN2CCOCC2)cc(OC)c1OC	7.5%	-30.4%	9.5%	-0.9%	7.0	0.0	nt	-11.2%	i
CCN(CC)S(=O)(=O)c1cccc(C(=O)NC2CCCCC2)c1	1.9%	4.4%	4.3%	0.5%	12.0	5.0	7.0%	-5.7%	i
COc1cccc(OC)c1-c1nnc(-c2cn(C)c3ccccc23)o1	-1.6%	nt	1.1%	18.7%	4.0	13.0	12.0%	21.4%	nt
Cc1noc(C)c1CSCC(=O)OCC(=O)N1CC(=O)Nc2ccccc21	-6.6%	0.6%	2.9%	-10.3%	12.0	0.0	5.7%	-1.0%	i
O=C(CN1C(=O)c2ccccc2C1=O)Nc1ccc(-c2nc3ccccc3o2)cc1	0.6%	15.3%	9.0%	-0.4%	3.0	12.0	-1.1%	0.4%	i
Cc1ccc(/C(O)=C2/C(=O)C(=O)N(CCN3CCOCC3)C2c2cccnc2)cc1 (stereo not drawn)	-2.3%	3.7%	7.0%	-9.8%	4.0	11.0	-10.6%	-4.5%	i
O=C(CSC1=NC(=O)C(Cc2ccccc2)C(=O)N1)NC1CCCCC1 (stereo not drawn)	-1.4%	13.1%	7.1%	9.2%	1.0	4.0	4.2%	4.9%	i	PMK inhibit pilot replicates=0.5;Spn MK inh pilot replicates=0.0;Spn DPM-DC inh pilot screen %=0.0
CCOC(=O)C(C)Sc1nnc(Cc2cc(=O)[nH]c(=O)[nH]2)n1-c1ccc(OCC)cc1 (stereo not drawn)	-2.2%	12.8%	7.0%	-0.2%	10.0	0.0	-2.2%	4.9%	i
CCCC1(CCC)NC(=O)NC1=O	5.0%	-4.8%	27.2%	16.0%	4.0	7.0	-0.8%	12.6%	i	PMK inhibit pilot replicates=3.0;Spn MK inh pilot replicates=0.5;Spn DPM-DC inh pilot screen %=0.0
CCOCCCNS(=O)(=O)c1ccc(Br)cc1	-6.0%	-2.2%	12.7%	5.8%	9.0	11.0	3.1%	-5.4%	i
CCCCOc1ccc(C(=O)Oc2ccc(C)nc2)cc1	-9.4%	9.3%	9.9%	-7.0%	0.0	17.0	nt	-2.8%	i
CCOC(=O)c1ccc(Oc2nc(NC(C)(C)C)nc(N(C)C)n2)cc1	-4.3%	1.4%	4.8%	-10.4%	4.0	0.0	nt	-2.9%	i
COc1cccc(NC(=O)C2CCN(c3ncccn3)CC2)c1	10.6%	-2.4%	10.9%	7.7%	0.0	12.0	6.6%	3.0%	i	PMK inhibit pilot replicates=2.0;Spn MK inh pilot replicates=0.0;Spn DPM-DC inh pilot screen %=2.5
O=C1NC(c2cccs2)Nc2ccccc21 (stereo not drawn)	-8.3%	5.0%	15.7%	5.0%	4.0	0.0	10.2%	23.3%	nt	PMK inhibit pilot replicates=3.5;Spn MK inh pilot replicates=0.5
Cc1ccc(C(=O)CCC2CCCC2=O)cc1 (stereo not drawn)	5.4%	1.3%	20.6%	-14.6%	9.0	7.0	4.6%	4.9%	i	PMK inhibit pilot replicates=4.0;Spn MK inh pilot replicates=0.0;Spn DPM-DC inh pilot screen %=0.0
CCOC(=O)c1ccccc1NC(=O)CSc1nc2ccccc2n1CC(=O)N1CCCC1	-0.3%	nt	11.4%	8.6%	7.0	13.0	-4.6%	-4.5%	i
CC(=O)Nc1ccc2c(c1)CCCN2C(=O)c1ccccc1	-8.1%	1.8%	8.1%	-11.3%	17.0	12.0	17.1%	-2.0%	i
COC(=O)CNC(=O)C12CC3(C)CC(C)(CC(C)(C3)C1)C2	-5.8%	5.6%	7.3%	8.8%	10.0	6.0	6.6%	19.8%	i
COc1ccccc1-c1cc(C(=O)NCc2ccc(F)cc2)no1	0.3%	6.2%	18.6%	-4.9%	2.0	5.0	5.3%	11.7%	i
CCN(C1CCCCC1)S(=O)(=O)c1cc(C)ccc1OC	-0.8%	7.3%	11.7%	-1.7%	10.0	6.0	-2.1%	-7.7%	i
O=C(c1ccc2c(c1)C(=O)N(Cc1ccco1)C2O)N1CCOCC1 (stereo not drawn)	1.1%	nt	12.0%	0.2%	11.0	4.0	-7.4%	5.4%	i
COc1ccc2c(C(F)(F)F)cc(=O)oc2c1C	-0.6%	12.4%	5.7%	-18.0%	11.0	3.0	-4.4%	-10.5%	nt	PMK inhibit pilot replicates=0.5;Spn MK inh pilot replicates=0.0
Cc1nc2sc(C(c3cccs3)N3CCN(C(=O)c4ccco4)CC3)c(O)n2n1 (stereo not drawn)	-1.9%	9.9%	1.7%	-9.7%	0.0	10.0	-2.3%	-5.7%	i
Cc1nc2ccc(NC(=O)c3c(-c4ccccc4)noc3C)cc2s1	-4.3%	-4.7%	15.9%	4.5%	5.0	12.0	3.3%	6.0%	i
CCCCN(CCCC)S(=O)(=O)c1ccc(C(=O)Nc2nnc(COC)o2)cc1	-5.1%	nt	15.5%	75.3%*	1.0	19.0	2.8%	66.7%*	i
NC(=O)c1c(NC(=O)COC(=O)CSc2nnc(-c3ccc(Cl)cc3)o2)sc2c1CCC2	5.6%	5.9%	16.4%	-5.2%	0.0	7.0	10.5%	8.9%	i
CCCN(CCC)C(=O)CSc1nc2n[nH]c(C)c2c(=N)n1-c1ccc(OCC)cc1	-2.6%	nt	-31.8%	-12.8%	4.0	18.0	0.0%	7.9%	i
CCOCCCNC(=O)c1ccccc1Br	-5.2%	-3.2%	0.0%	-15.2%	7.0	9.0	-8.3%	-14.7%	i
CCOC(=O)c1sc(NC(=O)CSc2nnc(-c3ccco3)o2)c(C(=O)OCC)c1C	-4.0%	-0.2%	13.9%	-4.4%	7.0	6.0	2.2%	-5.4%	i
O=C(COc1ccc(Cl)cc1Cl)NC(=O)N1CCOCC1	-0.5%	9.4%	-6.9%	0.5%	6.0	0.0	5.3%	8.1%	i
O=C(NCc1ccc2c(c1)OCO2)C1CCCN1C(=O)Nc1ccccc1 (stereo not drawn)	6.3%	-9.6%	3.6%	4.3%	4.0	2.0	-4.3%	5.0%	i
Cc1ccc(S(=O)(=O)c2nc(-c3ccccc3)oc2NCCN2CCOCC2)cc1	-1.4%	8.3%	-1.1%	14.3%	7.0	8.0	8.1%	19.2%	i
CCOc1ccc(C2c3c(oc4cc(C)c(C)cc4c3=O)C(=O)N2CCCN(C)C)cc1OC (stereo not drawn)	8.8%	0.9%	-3.8%	-11.0%	10.0	28.0*	-3.6%	-7.9%	i
COc1ccc(C2C(C(=O)O)c3ccccc3C(=O)N2C)cc1Br (stereo not drawn)	-10.7%	4.9%	0.9%	-17.7%	0.0	7.0	-6.8%	-11.0%	i
C/C(Cl)=C\Cn1c(NCCc2ccccc2)nc2c1c(=O)n(C)c(=O)n2C	-4.3%	13.8%	18.1%	-17.9%	10.0	12.0	2.5%	-3.3%	i	PMK inhibit pilot replicates=6.5;Spn MK inh pilot replicates=0.0;Spn DPM-DC inh pilot screen %=0.5
CC1(C)CC(=O)c2cc(C(=O)NC3CCSC3=O)c(=O)n(-c3ccccc3)c2C1 (stereo not drawn)	-0.5%	4.6%	8.4%	-0.7%	3.0	0.0	43.2%	4.7%	i
CCc1ccc(C2=Nn3c(nnc3-c3cccs3)SC2)cc1	-8.1%	nt	16.0%	nt	0.0	19.0	-5.0%	nt	i
CC(C)(C)n1nnnc1C(c1ccc(C#N)cc1)N1CCCC2(CCCCC2)C1 (stereo not drawn)	-3.9%	nt	12.0%	2.3%	8.0	10.0	1.1%	4.6%	i
COc1cc2c(cc1OC)-c1cc(NCc3ccccn3)nc(=O)n1CC2	7.8%	10.6%	14.2%	-9.1%	52.0*	17.0	-1.3%	-18.7%	nt
Cc1ccccc1-n1c(Cn2c(=O)sc3ccccc32)nnc1SC(C)C	-3.7%	nt	5.1%	7.6%	7.0	0.0	4.7%	7.2%	i
